Screening results from PubChem BioAssay.
HEK293 tox – cytotoxicity counter-screen for GLP-1 receptor inverse agonists | HEK293 cAMP-luciferase reporter cells, luminescence, 24 h | Potency, µM (titrated, usually from 38.3 µM), without a hit: at the highest dose activity change, negative = inhibition, actives largely listed as inhibitors | 410,000 tested, 0.13% active | AID 624418;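 also: loss of luciferase light is scored as toxicity; potency is read from the fitted curve at half-maximal effect; % is scaled to controls: 0 for no effect and ±100 for the full control effect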
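Quantitative HTS format, 1536 wells, 200 cells/uL seeded. Compounds: 23 nL, 24 h, 37 °C. Detection: luciferase reagent, luminescence at 12 min RT; decreased signal taken as cytotoxic.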
PTHR1 ag – activates the human parathyroid hormone receptor PTHR1. Q03431. HEK293 GP2 PTHR1 cells, GloSensor cAMP luminescence, 1 h. Potency, µM (titrated, usually from 115 µM), for inactives: at the highest dose activation, actives largely listed as activators. 410,000 tested, 0.075% active; also: potency is read from the fitted curve at half-maximal effect; nearly all actives have a fitted effect of over 55% in size; some results filed as inactive show a strong effect at the top dose; inactives centre near -15; many of its hits are not listed in these tables
Target sequence (Q03431 whole entry, looked up): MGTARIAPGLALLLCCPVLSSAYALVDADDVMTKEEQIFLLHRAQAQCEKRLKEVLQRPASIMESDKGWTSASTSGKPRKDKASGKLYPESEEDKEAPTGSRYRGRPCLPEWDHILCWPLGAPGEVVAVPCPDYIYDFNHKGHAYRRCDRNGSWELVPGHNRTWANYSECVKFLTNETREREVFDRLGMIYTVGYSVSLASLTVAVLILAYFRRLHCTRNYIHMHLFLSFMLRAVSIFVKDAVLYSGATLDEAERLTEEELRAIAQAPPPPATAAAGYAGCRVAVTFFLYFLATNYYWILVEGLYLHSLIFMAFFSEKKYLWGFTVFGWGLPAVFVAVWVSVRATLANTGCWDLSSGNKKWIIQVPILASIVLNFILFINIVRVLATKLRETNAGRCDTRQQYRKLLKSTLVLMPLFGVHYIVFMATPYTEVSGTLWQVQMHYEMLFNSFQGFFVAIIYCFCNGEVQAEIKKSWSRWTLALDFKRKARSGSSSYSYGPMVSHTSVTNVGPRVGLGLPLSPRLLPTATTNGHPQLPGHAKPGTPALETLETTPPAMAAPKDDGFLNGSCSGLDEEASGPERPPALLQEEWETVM
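HEK-293-derived GP2 cells expressing PTHR1 and a GloSensor cAMP reporter, 3,000/well, plated overnight, given luciferin plus IBMX (each 0.5 mM as added) for 1 h at 37 °C, then compound for 1 h at 37 °C. Luminescence was read after 15 min at room temperature.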
GLP1R ag – activates the human GLP-1 receptor. P43220. AID 624172. Potency, µM (doses to about 45.6 µM), for inactives: at the highest dose activation, hits mostly activators. HEK293 GLP-1R CRE-luciferase, luminescence, 4-6 h; cells express a hypersensitive GLP-1R form. 380,000 tested, 0.007% active; also: potency is read from the fitted curve at half-maximal effect; % of control where 0% means no effect
KB-V1 cytotox – KB-V1 MDR subline cytotoxicity | KB-V1 MDR cells viability, CellTiter-Glo, 72 h | Potency, µM (doses to about 46.1 µM), for the others: top-dose activity change, negative = cytotoxicity, actives largely listed as cytotoxic | 400,000 tested, 3.4% active | AID 1347076; also: potency is read from the fitted curve at half-maximal effect; % is scaled to controls: 0 for no effect and ±100 for the full control effect; nearly all actives have a fitted effect of over 60% in size
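KB-V1, DMEM (no phenol red) + 10% FBS; cpd pin-transferred, titration series; 72 h, 37 degrees C; CellTiter-Glo, luminescence. Data normalized, curve-fit.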
DRD3 antagonist – blocks the human D3 dopamine receptor | D3R cells, DiscoveRx beta-arrestin luminescence, antagonist mode; hits give low values | max response, negative = inhibition, % | 360,000 tested, 2.5% active | AID 652054; in the data active = max response below about -50%; inconclusive = no clear call, values can overlap the other calls; also: % is scaled to controls: 0 for no effect and ±100 for the full control effect; mostly tested at two doses, the higher about 12 µM
Target sequence (P35462 whole entry, looked up): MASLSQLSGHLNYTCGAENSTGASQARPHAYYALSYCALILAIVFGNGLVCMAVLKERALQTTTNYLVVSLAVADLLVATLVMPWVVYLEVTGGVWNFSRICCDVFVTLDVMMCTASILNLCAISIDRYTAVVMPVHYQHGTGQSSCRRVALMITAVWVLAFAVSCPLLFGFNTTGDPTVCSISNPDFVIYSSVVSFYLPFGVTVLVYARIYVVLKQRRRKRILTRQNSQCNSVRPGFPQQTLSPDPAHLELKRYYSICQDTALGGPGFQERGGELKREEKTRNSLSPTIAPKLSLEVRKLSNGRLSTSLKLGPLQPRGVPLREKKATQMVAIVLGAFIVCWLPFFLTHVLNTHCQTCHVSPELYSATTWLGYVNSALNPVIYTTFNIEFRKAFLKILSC
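Cells plated overnight at 1500 cells/well, then exposed to library compounds with dopamine controls for 90 minutes at 37 degrees C. DiscoveRx reagent added for 30–60 minutes at room temperature; luminescence read, quantitative HTS format.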
GLP1R inv ag – inverse agonists of human GLP-1 receptor; P43220; Potency, µM (series often up to 38.3 µM), without a hit: at the top dose activity change, negative = inhibition, hits mostly inhibitors; AID 624417; 410,000 tested, 1.6% active; HEK293 GLP-1R CRE-luciferase, luminescence, 24 h; GLP-1R form is constitutively active; also: potency is read from the fitted curve at half-maximal effect; % is scaled to controls: 0 for no effect and ±100 for the full control effect; nearly all actives have a fitted effect of over 55% in size
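Stable HEK293 clone (constitutively active GLP-1R + cAMP-response luciferase); 200 cells/uL plated, 12 h pre-culture, compound 24 hr, 37 deg C/5% CO2; detection reagent 12 min RT; luminescence.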
aSyn rescue – alpha-synuclein toxicity inhibition in yeast | 370,000 tested, 0.14% active | Yeast expressing alpha-synuclein, growth rescue, BacTiter-Glo, 24 h | Potency, µM (top dose mostly 46.1 µM), without a hit: top-dose growth rescue (activation), usual class: activators; also: potency is read from the fitted curve at half-maximal effect; % of control where 0% means no effect; nearly all actives have a fitted effect of over 65% in size
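Readout is rescue of growth in alpha-synuclein-expressing yeast, so inhibitors of toxicity appear as activators. Growth after 24 hr at 30 deg C in galactose medium is quantified by luminescence.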
TDP43 rescue – inhibitors of TDP-43 toxicity in yeast; TDP-43 expressing yeast growth rescue, BacTiter-Glo, 24 h; Potency, µM (doses to about 46.1 µM), inactives show top-dose growth rescue (activation), most hits filed as activators; 410,000 tested, 1.8% active; also: potency is read from the fitted curve at half-maximal effect; % of control where 0% means no effect; nearly all actives have a fitted effect of over 50% in size
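Cell-based yeast growth screen: TDP-43 expression induced in galactose, inoculum OD600=0.02 after raffinose pregrowth to mid-log. Read-out BacTiter-Glo luminescence at 24 hr, 30 deg C; inhibition of toxicity seen as signal increase.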
DRD3 agonist – agonists of human D3 dopamine receptor; P35462; D3R DiscoveRx beta-arrestin cells, luminescence, 90 min; max activation, %; 410,000 tested, 0.58% active; in the data active = max activation above about 30%; also: 0% is about no effect; mostly tested at two doses, the higher about 12 µM
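Agonist mode: compounds and dopamine controls were applied to plated cells for 90 min at 37 degrees C after an overnight attachment at 1500 cells/well. Luminescent read-out followed 30 - 60 minutes at room temperature with DiscoveRx detection reagent.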
An asterisk follows results filed as active; i = inactive; ? = inconclusive; . = not tested or not shown; & = joins results of further samples; [ ] = remark or other dose. Unless noted, calls follow the shape of the dose curve; as a rule, active = well fitted curve in the direction sought with a large enough effect; inconclusive = small, poorly fitted or top-dose-only effect, or another doubt; inactive = no such curve, though single readings can be large; an effect the other way counts as inactive or inconclusive. Some of the compounds tested (hit frequency here may not be typical).

[1] CCN(CC)c1ccc(NC(=O)CCS(=O)(=O)c2cccc3nsnc23)c(C)c1
[2] O=C(O)c1cccc(NC(=O)C2CC(=O)N(Cc3ccccc3)C2)c1 (stereo not drawn)
[3] CC(=O)Nc1ccc(Cc2ccncc2)cc1
[4] O=C(COc1ccc(F)cc1)c1ccc2c(c1)CCCC2
[5] CC(C(=O)Nc1cccc(Br)c1)c1ccc([N+](=O)[O-])cc1 (stereo not drawn)
[6] Cc1ccc2c(c1)N(C(=O)NC1CCCCC1)C(C)(C)CC2C (stereo not drawn)
[7] CCN(CC)c1ncnc2c1ncn2[C@H]1CN(Cc2cccs2)C[C@@H](CO)O1
[8] CC1CC2c3cccc(C(=O)O)c3C(=O)N2c2ccc(Cl)cc21 (stereo not drawn)
Screen / compound no.	1	2	3	4	5	6	7	8
HEK293 tox	8%[7.66 µM]	0%	0%	65%[activator]	-9%	5%	3%	-2%
PTHR1 ag	-49%[inhibitor]	-8%[57.5 µM]	-31%[57.5 µM]	i	-14%	6%	-14%	-6%
GLP1R ag	0%	-14%	3%	19%	7%	-3%	16%	-2%
KB-V1 cytotox	?	0%	3%	9%	15%	16%	1%	17%
DRD3 antagonist	2	-51*	7	-2	-8	3	-18	23
GLP1R inv ag	-24%[7.66 µM]	4%	7%	?	?	0%	38%[activator]	7%
aSyn rescue	-6%	2%	-6%	-3%	-4%	-12%	-1%	15%
TDP43 rescue	-22%&0%	-1%	4%	-2%	?	-13%	13%	.
DRD3 agonist	-13&2	4	-4	-12	-1	-4	2	4

[9] CCCc1cc(=O)n2nc(N3CCC(C(=O)Nc4c(F)c(F)c(F)c(F)c4F)CC3)sc2n1
[10] CCc1cc2c(COC(=O)c3c(C)noc3C)cc(=O)oc2cc1O
[11] COc1ccccc1NC(=O)Cn1nnc(-c2ccccc2NC(=O)c2cnccn2)n1
[12] COc1ccc2c(c1)cc1n2CCN=C1NCCO
[13] COc1ccccc1CC(=O)N1CCOCC1
[14] COC(=O)c1ccccc1COc1cccn2c(N(C)C(=O)CCC3CCCC3)c(C)nc12
[15] CC(C)(C)C(=O)Cn1c(NCCCO)nc2ccccc21
[16] Cc1ccc(CCNC(=O)c2nnc(CS(=O)(=O)c3ccccc3)o2)cc1
Screen / compound no.	9	10	11	12	13	14	15	16
HEK293 tox	-7%	180%[activator]	2%	-19%	-10%	3%	5%	8%
PTHR1 ag	-12%	-89%[inhibitor]	i	-11%[57.5 µM]	-33%[inhibitor]	-9%	6%	i
GLP1R ag	1%	15%	-1%	-6%	-4%	4%	-16%	-3%
KB-V1 cytotox	-11%	0%	?	-2%	4%	3%	0%	-7%
DRD3 antagonist	7	-4	-2	-4	1	23	0	-21
GLP1R inv ag	19%	-26%	30%	-20%	15%	?	-1%	14%
aSyn rescue	0%	-7%	0%	-2%	0%	-1%	-3%	-4%
TDP43 rescue	4%	-2%	7%	?	16%	0%	-4%	13%
DRD3 agonist	5	-4	4	-2	10	0	-4	5

[17] Cc1cc(C)n(CC(O)CN2c3ccccc3Sc3ccccc32)n1 (stereo not drawn)
[18] Cc1cccc(N2CCN(C(=O)CCCCCn3c(=S)[nH]c4ccc(N5CCOCC5)cc4c3=O)CC2)c1C
[19] COc1cccc(Oc2nc3c(c(=O)n(Cc4ccccc4F)c(=O)n3C)n2C)c1
[20] O=C(O)c1ccc(Nc2c3ccccc3nc3ccccc23)cc1
[21] COc1ccc(N2CCN(C(=O)c3cc(S(=O)(=O)N4CCCCCC4)cn3C)CC2)cc1
[22] CC(C)N(C(=O)[C@H]1C[C@H](CC(=O)NCc2cccc(C(F)(F)F)c2)C(=O)N2CCc3c([nH]c4cc(-c5ccco5)ccc34)[C@]12C)C(C)C
[23] CCc1cc2cc3c(cc2nc1SCC(=O)Nc1cc(C)on1)OCO3
[24] CC1(C)Cc2ccccc2C(CSc2ccccc2C(=O)O)=N1
Screen / compound no.	17	18	19	20	21	22	23	24
HEK293 tox	?	13%	2%	208%[activator]	4%	-11%	-3%	8%
PTHR1 ag	-2%	-41%[inhibitor]	-13%	-33%[inhibitor]	-16%	-11%	i	-1%
GLP1R ag	1%	-4%	.	-3%	1%	2%	-4%	11%
KB-V1 cytotox	?	0%	-7%	-11%	5%	?	-10%	-10%
DRD3 antagonist	-1	9	.	10	.	29	1	6
GLP1R inv ag	?	?	4%	13%	6%	?	2%	?
aSyn rescue	?	-10%	.	-23%	.	15%	-2%	-1%
TDP43 rescue	?	7%	14%	0%	27%	15%	7%	-24%
DRD3 agonist	1	17	5	4	0	0	0	-3

[25] Cn1c(CCNC(=O)c2ccccc2F)nnc1SCc1nc2ccccc2c(=O)[nH]1
[26] COc1ccccc1N1CCN(C2CC(=O)N(c3ccc(F)cc3)C2=O)CC1 (stereo not drawn)
[27] CCOc1ccc(CCN2C(=O)C(=O)N([C@@H](Cc3ccccc3)CN3CCC[C@H]3CN3C(=O)C(=O)NC[C@@H]3CC(C)C)C[C@@H]2Cc2ccc(O)cc2)cc1
[28] CC1(C(=O)NS(=O)(=O)Cc2ccccc2)CCN1C(=O)C/C=C/c1ccccc1 (stereo not drawn)
[29] Cc1cc(C)cc(NC(=O)C(=O)NCC(c2cccnc2)N2CCOCC2)c1 (stereo not drawn)
[30] COCCNC(=O)c1ccccc1NS(=O)(=O)c1ccc(C)c([N+](=O)[O-])c1
[31] COc1ccc(C(=O)N/N=C(/C)c2cccc(NC(=O)c3ccncc3)c2)cc1OC
[32] CC(=O)C1=C(NC(=O)c2ccccc2F)C[C@@H]2[C@H]1C2(C)C
Screen / compound no.	25	26	27	28	29	30	31	32
HEK293 tox	8%	-13%	?	3%	7%	-17%	-15%	20%
PTHR1 ag	-8%[57.5 µM]	-21%	?	i	19%	i	-3%	i
GLP1R ag	-3%	1%	0%	0%	.	0%	19%	0%
KB-V1 cytotox	0%	0%	-7%	1%	-2%	-14%	-5%	5%
DRD3 antagonist	32	7	-24	9	.	14	-16	-3
GLP1R inv ag	4%	23%	?	21%	3%	-1%	85%[activator]	?
aSyn rescue	-3%	1%	0%	0%	.	7%	-9%	4%
TDP43 rescue	-17%	?	-1%	25%	11%	-8%	3%	11%
DRD3 agonist	5	-3	-18	4	-2	-2	1	-10

[33] O=C(COc1ccc2ccccc2c1Br)NC(=S)Nc1cccc(CO)c1
[34] CC1(C)Cc2c(C#N)c(NCCCO)nc(-c3ccccc3)c2CO1
[35] Cc1cccc(C)c1NC(=O)COC(=O)CN1C(=O)C2CCCCC2C1=O (stereo not drawn)
[36] Cc1ccc(NC(=O)COc2ccc(Cl)cc2Cl)cc1S(=O)(=O)N1CCOCC1
[37] CCNC(=O)OCC12CC3CC(CC(C3)C1)C2
[38] Cc1ccc(C(=O)N/N=C\c2ccc3c(c2)OCO3)cn1
[39] COc1ccc(S(=O)(=O)N(C)CC(=O)N2CCN(c3ccccc3)CC2)cc1
[40] CS(=O)(=O)N(Cc1ccccc1)c1ccc(C(=O)Nc2cccnc2)cc1
Screen / compound no.	33	34	35	36	37	38	39	40
HEK293 tox	-24%	-1%	-1%	-11%	7%	-35%	4%	3%
PTHR1 ag	-12%	-4%	i	-16%	15%	-25%	0%	i
GLP1R ag	5%	23%	-3%	1%	1%	5%	0%	2%
KB-V1 cytotox	-18%	12%	4%	?	4%	-5%	?	-4%
DRD3 antagonist	-1	-12	-3	21	16	-19	-10	-20
GLP1R inv ag	3%	-19%	9%	?	-10%	11%	-21%	6%
aSyn rescue	-1%	3%	-7%	8%	-3%	-1%	-2%	2%
TDP43 rescue	19%	13µM*	10%	14µM*	-9%	-16%	6%	-8%
DRD3 agonist	4	-2	-1	1	1	-11	-15	-4

[41] O=C(COC(=O)/C=C/c1ccc(F)cc1)Nc1ccc(Cl)cn1
[42] O=C(CSc1ncc(-c2ccccc2)[nH]1)Nc1cccc(O)c1
[43] Cc1cc(C(F)F)n2nc(C(=O)Nc3cc(C)on3)nc2n1
[44] C/C(=N\NC(=O)c1cccc(S(=O)(=O)Nc2ccc(C)cc2C)c1)c1ccncc1
Screen / compound no.	41	42	43	44
HEK293 tox	-10%	-6%	-6%	1%
PTHR1 ag	-14%	i	i	-8%
GLP1R ag	0%	11%	-10%	1%
KB-V1 cytotox	-12%	-2%	18%	10%
DRD3 antagonist	2	-20	-19	25
GLP1R inv ag	-1%	0%	0%	-1%
aSyn rescue	0%	1%	1%	7%
TDP43 rescue	19%[9.22 µM]	-8%	5%	7%
DRD3 agonist	-1	-25	7	1

Ordered by heavy-atom count (descending): three of the compounds above.
[39] COc1ccc(S(=O)(=O)N(C)CC(=O)N2CCN(c3ccccc3)CC2)cc1
[33] O=C(COc1ccc2ccccc2c1Br)NC(=S)Nc1cccc(CO)c1
[8] CC1CC2c3cccc(C(=O)O)c3C(=O)N2c2ccc(Cl)cc21 (stereo not drawn)
Screen / compound no.	39	33	8
HEK293 tox	4%	-24%	-2%
PTHR1 ag	0%	-12%	-6%
GLP1R ag	0%	5%	-2%
KB-V1 cytotox	?	-18%	17%
DRD3 antagonist	-10	-1	23
GLP1R inv ag	-21%	3%	7%
aSyn rescue	-2%	-1%	15%
TDP43 rescue	6%	19%	.
DRD3 agonist	-15	4	4
